M1AAP inhibition: P. falciparum M1AAP inhibitors, biochemical, fluorogenic H-Leu-NHMec substrate, 1536-well (AID 1445). Aminopeptidase N (Plasmodium falciparum (isolate 3D7)). recombinant M1AAP, H-Leu-NHMec fluorogenic kinetic assay; higher % means a stronger effect. one-dose inhibition, % at 30 µM; IC50 in µM for titrated hits. hit rate 0.42% among 220,000;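 active means primary inhibition above the hit cutoff, then over 50% inhibition at one or more dose response concentrations, cut at about 23% in these data, passing the limit was not always enough; inconclusive means conflicting primary data, or primary hits not chosen for dose response; inactive means low primary inhibition, or under 50% at every dose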;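 further: plate controls were DMSO full reaction for no effect and no enzyme background for full effect; strong numbers were not always called active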
K1F lysis inhibition: inhibition of K1F phage lysis, E. coli UTI89, bacterial capsule biogenesis inhibitors, alamar blue (AID 488966); E. coli UTI89 K1F phage lysis, alamar blue, 2 h; higher % means a stronger effect; inhibition, % at 100 µM, or IC50 in µM where a hit was titrated; hit rate 0.02% among 340,000;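 active means phage lysis inhibition, versus mean bacterial control, above a set limit; inconclusive means no clear call, values can overlap the other calls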;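 further: capsule biogenesis inhibitors block K1F phage lysis so surviving cells raise fluorescence; higher fluorescence means more inhibition of phage lysis; actives were called in the ten point dose series up to 300 µM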
P. falciparum M17LAP: P. falciparum M17LAP inhibitors, primary screen, biochemical, fluorogenic H-Leu-NHMec substrate, 1536-well (AID 1619). Leucine aminopeptidase (Plasmodium falciparum (isolate 3D7)). recombinant M17LAP, H-Leu-NHMec fluorogenic kinetic assay; higher % means a stronger effect. one-dose inhibition, % at 30 µM; IC50 in µM for titrated hits. hit rate 0.38% among 220,000;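 active means compound inhibiting the enzyme by more than half at any dose during confirmatory dose-response retesting; inconclusive means strong single-dose inhibitors picked by rank but not retested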;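 further: plate controls were full reaction with DMSO carrier for no effect and no enzyme background for full effect; strong numbers were not always called active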
TNAP activators: human TNAP enzyme activators, primary screen, biochemical, luminescent, no phosphate acceptor, uHTS (AID 1001); Alkaline phosphatase, tissue-nonspecific isozyme (Homo sapiens); purified TNAP, luminescent activation assay, no phosphate acceptor; higher activation fold means a stronger effect; one-dose activation fold at 20 µM; EC50 in µM for titrated hits; hit rate 0.03% among 200,000; in the data active means activation fold from about 3, or a potency from the dose series; inactive means the rest, 99 in 100 with activation fold below about 1.6; further: many of its hits are not listed in these tables
human PMI inhibition: inhibitors of human PMI, primary screen, biochemical, fluorescence intensity, coupled assay (AID 1209) | purified PMI enzyme, coupled fluorescence intensity; higher % means a stronger effect | Mannose-6-phosphate isomerase (Homo sapiens) | hit rate 0.42% among 190,000 | inhibition, % at 20 µM; hits with a dose series show IC50 in µM;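 further: plate controls were DMSO vehicle for no effect and wells lacking substrate for full effect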
PMI inhibition: human PMI inhibitors, high substrate, primary screen, biochemical, fluorescence intensity, high mannose 6-phosphate (AID 1220); recombinant PMI enzyme, coupled fluorescence intensity; higher % means a stronger effect; Mannose-6-phosphate isomerase (Homo sapiens); inhibition, % at 20 µM; hits with a dose series show IC50 in µM; hit rate 0.66% among 190,000
West Nile antiviral: West Nile virus antiviral activity, cell-based, CPE readout (AID 1621) | West Nile virus-infected cells, CPE inhibition; higher % means a stronger effect | CPE inhibition, % at 10 µM; hits with a dose series show IC50 in µM | hit rate 0.02% among 290,000; in the data active means a potency from the dose series; inconclusive means CPE inhibition mostly from about 3.7% at the one dose, without a potency; inactive means the rest, 99 in 100 with CPE inhibition below about 2.2%; further: strong numbers were not always called active
T cell modulator: modulators of CD8 T cell-vesicle binding, primary screen, mouse 2C CD8+ T cells, flow cytometry; calls only at 7 µM; AID 2052, 2009; hit rate 0.068% among 330,000; 2C CD8+ T cell-vesicle binding; hits give low values;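 active means response, share of CD8 T cells binding vesicles, and their 90th percentile fluorescence all below set limits, cut at about 80% in these data, passing the limit was not always enough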
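Read-out – percent CD8+ FL2 mean versus row control · System – murine 2C transgenic CD8+ T lymphocytes · Times – 1.5 h cell–vesicle binding at 37 °C, then 20 min icy labelling · Control set – naked vesicles low, QL9 vesicles with vehicle high · Detection – cytometric PE anti-B7-1 and Alexa647 anti-CD8 signals after 1% paraformaldehyde fixation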
RSV antiviral HEp-2: RSV antiviral activity via CPE protection, HEp-2 cells, primary 10 µM value included (AID 2391); HEp-2 cells, RSV-induced CPE inhibition; higher % means a stronger effect; CPE inhibition, % at 10 µM; hits with a dose series show IC50 in µM; hit rate 0.13% among 310,000; in the data active means a potency from the dose series; inconclusive means CPE inhibition mostly from about 23% at the one dose, without a potency; inactive means the rest, 99 in 100 with CPE inhibition below about 21%; further: strong numbers were not always called active
T cell modulator vesicle-bound %: also measured in T cell modulator; calls as there; double positive events, %; measured here: CD8+ vesicle-bound cell fraction;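 binding gate set so that unloaded-vesicle control wells show 10% double positive cells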
Active calls of the source: *; i = inactive; ? = inconclusive; · = not tested or not shown; [ ] = another dose, or the depositor's remark. Unless noted, no stated cut-off is given here; in the data, active means inhibition above about 50%; inactive means the rest. Compounds as they come. Share with any hit: about 1.5%.

Screens in order – M1AAP inhibition | K1F lysis inhibition | P. falciparum M17LAP | TNAP activators | human PMI inhibition | PMI inhibition | West Nile antiviral | T cell modulator | T cell modulator vesicle-bound % | RSV antiviral HEp-2
Nc1ccccc1C(=O)NNc1c2ccccc2nc2ccccc12
 : 11% | 5.5% | -4% | · | · | · | -0.3% | i | 17 | ·
Cn1c(C(=O)c2ccncc2)cc2ccccc21
 : 7% | 0.2% | 19% | · | · | · | -0.2% | i | 34 | 3.0%
Cc1cc(C(F)(F)F)nn1CC(=O)NNC(=S)Nc1cccc(Cl)c1
 : -22% | 1.0% | 10% | 1 | 8% | 2% | 0.1% | i | 12 | 0.3%
CCC(c1c(C)n(C)n(-c2ccccc2)c1=O)c1c(C)n(C)n(-c2ccccc2)c1=O
 : 1% | 0.0% | 3% | 1.1 | -4% | -7% | -0.6% | i | 14 | -0.1%
O=C(c1cc2nc(-c3ccco3)cc(C(F)(F)F)n2n1)N1CCCCCC1
 : 13% | 0.3% | 3% | 0.9 | -12% | -20% | -0.6% | i | 34 | ?
CC(C)(O)C#Cc1ccc(C(=O)NCc2cccs2)s1
 : 16% | 2.4% | 8% | 1.1 | 13% | 8% | 0.2% | i | 53 | 3.9%
CN(CC(=O)NCCCN1CCOCC1)S(=O)(=O)c1cc(Cl)ccc1Cl
 : · | 0.9%[50 µM] | · | · | · | · | 0.8% | i | 47 | 0.7%
OCc1ccnc(Cl)c1
 : 0% | 1.6%[50 µM] | -5% | 1 | -9% | -10% | -0.1% | i | 41 | 1.4%
O=C(CCSc1ccccc1)NC1CCCCCC1
 : 2% | 0.5% | 3% | 1.1 | 3% | 1% | 0.2% | i | 15 | -0.6%
COC(=O)C1CCN(C(=O)/C(C)=C\c2ccccc2)CC1
 : · | -0.1% | · | · | · | · | -0.1% | i | 63 | -0.4%
COCCCn1c(=O)c2ccccc2n(CC(=O)NC2CCCCC2)c1=O
 : · | -0.1% | · | · | · | · | -0.6% | i | 35 | 1.3%
O=C(NCc1ccccc1)c1cc[n+]([O-])cc1
 : · | 1.4%[50 µM] | · | · | · | · | 0.3% | i | 34 | 1.5%
CC1CCCCN1S(=O)(=O)c1ccc(S(=O)(=O)N2CCN(c3ccccc3)CC2)cc1 (stereo not drawn)
 : 1% | 0.0% | 0% | 1.3 | 0% | -4% | 3.2% | i | 27 | 0.0%
O=C(Nc1ccc(F)cc1)c1ccccc1NC(=O)C1CC=CCC1C(=O)O (stereo not drawn)
 : · | -0.1% | · | · | · | · | 0.3% | i | 14 | 1.0%
O=C1C(=O)N(CCN2CCOCC2)C(c2ccc(F)cc2)/C1=C(/O)c1ccc(S(=O)(=O)N2CCOCC2)cc1 (stereo not drawn)
 : · | -0.4% | · | · | · | · | 0.5% | i | 27 | 2.1%
Cc1nn(-c2ccc(N3CCOCC3)nn2)c(C)c1CCC(=O)NCc1ccc(F)cc1
 : · | 1.7% | · | · | · | · | -0.3% | i | 10 | 4.2%
Cc1ccc2ccccc2c1COC(=O)c1nonc1N
 : 7% | -0.3% | -6% | 1.1 | 20% | 17% | 0.4% | i | 62 | 1.8%
CS(=O)(=O)c1nc(S(=O)(=O)c2ccc(Cl)cc2)c(N2CCC(C(N)=O)CC2)s1
 : · | 0.4% | · | · | · | · | 0.7% | i | 26 | 5.7%
CCNc1nc(SCCOc2ccc(Cl)cc2Cl)nc(N(C)C)n1
 : 2% | -0.3% | -2% | 1 | 2% | 10% | -0.9% | · | · | ·
O=C(CCCN1C(=O)/C(=C/c2ccccc2)SC1=S)Nc1ccc(O)cc1
 : 4% | -0.2% | 4% | 1 | 73%* | 11% | 13% | i | 44 | -3.6%
CCOc1ccccc1-n1c(SCC(=O)NC)nnc1-c1ccco1
 : 1% | -0.1% | 5% | 1.2 | 0% | -3% | 0.6% | i | 7 | -1.2%
O=C(NC1CCCCCC1)c1ccc(CN2CCOCC2)cc1
 : -1% | 0.2% | -9% | 1.1 | 2% | 5% | · | i | 23 | -0.1%
CCN(CC)C(=O)COc1ccc2oc(C)c(C(=O)OC)c2c1
 : -7% | 4.0% | 26% | 1.1 | 4% | 6% | 0.0% | i | 42 | -0.1%
Cc1[nH]n(-c2ccc(Cl)c(Cl)c2)c(=O)c1CCO
 : 11% | -2.5% | 4% | 1 | -1% | -2% | -1.4% | i | 42 | 3.9%
CCCCCCC1CCC(C(=O)Nn2c(C)nc3ccccc3c2=O)CC1 (stereo not drawn)
 : 10% | -0.4% | -11% | 1.1 | -5% | -9% | -1.1% | i | 12 | 11%
O=C(O)COc1ccc2c3c(c(=O)oc2c1)CCC3
 : 3% | 3.8% | -15% | 1 | 10% | 10% | 0.0% | i | 59 | 1.8%
CCn1c(C)c(C)c2cc(C(=O)NCCc3ccco3)ccc21
 : · | 0.0% | · | · | · | · | -0.9% | i | 62 | 5.8%
CC(C)(C)NC(=O)C(=O)NNC(=O)COc1ccc(Br)cc1
 : 619µM* | 3.1% | 15% | 1.8 | 8% | 0% | 0.1% | i | 36 | 2.7%
CC(NC(=O)c1cc2cc(Cl)ccc2oc1=N)c1ccccc1 (stereo not drawn)
 : · | 0.0% | · | · | · | · | -0.4% | i | 56 | 4.6%
O=C(C1CCN(c2nnc(-n3cccc3)s2)CC1)N1CCOCC1
 : 10% | 0.2% | 12% | 1.2 | 6% | 4% | 1.0% | i | 44 | 2.8%

One compound at a time (already shown). Order of values: M1AAP inhibition	K1F lysis inhibition	P. falciparum M17LAP	TNAP activators	human PMI inhibition	PMI inhibition	West Nile antiviral	T cell modulator	T cell modulator vesicle-bound %	RSV antiviral HEp-2
`Cc1[nH]n(-c2ccc(Cl)c(Cl)c2)c(=O)c1CCO` as listed: 11%	-2.5%	4%	1	-1%	-2%	-1.4%	i	42	3.9%
`CCNc1nc(SCCOc2ccc(Cl)cc2Cl)nc(N(C)C)n1` as listed: 2%	-0.3%	-2%	1	2%	10%	-0.9%	·	·	·
`O=C(NCc1ccccc1)c1cc[n+]([O-])cc1` as listed: ·	1.4%[50 µM]	·	·	·	·	0.3%	i	34	1.5%

Carrying on:
Screens in order – M1AAP inhibition | K1F lysis inhibition | P. falciparum M17LAP | TNAP activators | human PMI inhibition | PMI inhibition | West Nile antiviral | T cell modulator | T cell modulator vesicle-bound % | RSV antiviral HEp-2
CC1N(C)c2cc(NC(=O)c3ccco3)ccc2C1(C)C (stereo not drawn)
 : 10% | 0.1% | 0% | 1.2 | 24% | 43% | ? | i | 31 | 2.1%
CC(C)CC(=O)NC(=S)Nc1ccccc1N1CCCC1
 : 10% | -1.3% | 1% | · | · | · | -1.2% | i | 14 | 3.3%
C[C@]12C(=O)N(c3ccc(Cl)cc3)C(=O)N1[C@H]1c3ccccc3OC[C@@H]1[C@H]2c1ccccc1
 : · | 5.8% | · | · | · | · | -1.4% | i | 14 | -1.8%
C=CCNC(=O)c1c(-c2c(F)cccc2Cl)noc1C
 : 5% | -1.8% | -5% | 1.2 | -3% | 0% | -0.6% | i | 44 | 0.6%
CN(C)CCCNS(=O)(=O)c1cc(Cl)c(Cl)cc1Cl
 : 1% | 0.5% | 3% | · | · | · | -0.4% | i | 36 | ·
CN(C)CCCSc1nc2ccccc2s1
 : -3% | -0.2% | 5% | 1.1 | -31% | -30% | -0.3% | i | 61 | -0.2%
Cc1ccc(CN(Cc2ccco2)C(=S)NCC(=O)O)cc1
 : 0% | 0.8%[50 µM] | -8% | 1 | 6% | -8% | 0.3% | i | 16 | 1.3%
Cc1noc(C)c1S(=O)(=O)N(CC(=O)N1CCCCCC1)c1ccc(C(C)C)cc1
 : 7% | 4.9% | 2% | 1.1 | 0% | -6% | -0.7% | i | 40 | -0.4%
COC(=O)c1ccccc1S(=O)(=O)N1CCC(C(=O)OCC(=O)NCC(F)(F)F)CC1
 : -2% | 0.5% | -4% | 1.1 | -6% | -1% | 0.2% | i | 19 | 1.1%
CCOc1ccc(C(=O)N[C@H](C(=O)Nc2cccc(S(=O)(=O)N3CCCCC3)c2)C(C)C)cc1
 : 12% | 1.8%[50 µM] | 3% | 1.2 | 21% | 58%* | 0.0% | i | 5 | 4.1%
CC(C(=O)NCC1CCCO1)c1ccc([N+](=O)[O-])cc1 (stereo not drawn)
 : -4% | 0.5% | -3% | 1.1 | 0% | -6% | 1.1% | i | 47 | 1.1%
O=C(C(F)C(F)(F)F)N1CCN(c2ccccc2)CC1 (stereo not drawn)
 : 4% | 0.1% | 16% | 1.1 | 4% | 12% | 0.2% | i | 37 | 1.6%
COc1ccccc1CNC(=O)CSc1cc(=O)n(C)c2ccccc12
 : -3% | 0.2% | 1% | 1 | 2% | 4% | -0.6% | i | 54 | 2.6%
Cc1ccccc1N1CCN(C2=NC(=O)/C(=C\c3cccs3)S2)CC1
 : 6% | 0.4% | -4% | 1.1 | 12% | 7% | -1.0% | i | 58 | 2.5%
O=C(CCSCc1ccc(Cl)cc1)NC1CCCC1
 : -2% | 7.2% | 14% | 1 | 7% | -4% | -0.2% | i | 44 | 2.1%
Cc1cc(C)n(CCOc2ccc(Br)cc2)n1
 : · | 0.3% | · | · | · | · | -0.5% | i | 27 | 2.9%
COC(=O)CSc1nnc(CNc2ccc(Cl)cc2)n1Cc1ccccc1
 : 1% | 0.0% | 2% | 1.1 | -15% | -2% | -0.6% | i | 8 | -0.9%
CCOC(=O)c1sc(/N=C/c2c(O)ccc3ccccc23)cc1C
 : 7% | 5.5% | 4% | 0.7 | 58%* | · | -0.6% | i | 40 | 6.4%
COc1cc(OC)cc(C(=O)N[C@H](C(=O)OCC(=O)NC(=O)c2cccn2C)C(C)C)c1
 : 1% | -0.2% | 2% | 1 | 4% | 13% | 0.8% | i | 27 | -0.8%
COc1ccc(N2CCC(N3CCN(C)C(CCO)C3)CC2)cc1 (stereo not drawn)
 : · | -1.4% | · | · | · | · | 0.0% | i | 46 | 0.1%
Cc1c(Cc2ccc3c(c2)OCO3)sc(NC(=O)C2CC2)c1C(N)=O
 : · | 1.6%[50 µM] | · | · | · | · | -0.6% | i | 51 | -0.7%

Screening results deposited in PubChem BioAssay by several laboratories.
